# Mtb FBA inh: inhibits M. tuberculosis FBA enzyme | P9WQA3 | AID 588726 | hit rate 2.3% among 360,000 | purified M. tuberculosis FBA, fluorescence read-out | inhibition, % at 1 µM; in the data active = inhibition above about 27%;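 note: 0% = vehicle and 100% = reference inhibitor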
# Target sequence (P9WQA3 whole entry, looked up): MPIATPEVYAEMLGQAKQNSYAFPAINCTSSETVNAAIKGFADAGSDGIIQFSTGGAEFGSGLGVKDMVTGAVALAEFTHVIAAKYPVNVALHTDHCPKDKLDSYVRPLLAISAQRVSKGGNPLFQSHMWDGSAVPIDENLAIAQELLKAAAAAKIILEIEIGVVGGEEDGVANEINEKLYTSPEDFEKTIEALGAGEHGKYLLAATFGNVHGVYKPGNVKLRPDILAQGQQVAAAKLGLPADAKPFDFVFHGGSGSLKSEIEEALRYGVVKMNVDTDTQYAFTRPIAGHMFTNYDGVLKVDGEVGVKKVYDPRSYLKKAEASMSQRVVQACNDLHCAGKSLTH
# UGM FP inh: Mtb UDP-galactopyranose mutase inhibition. P9WIQ1. purified UGM, fluorescence polarization probe displacement. inhibition, % at 10 µM. hit rate 0.06% among 320,000. AID 504406; in the data active = inhibition above about 10%, passing the limit was not always enough
# Target sequence (P9WIQ1 whole entry, looked up): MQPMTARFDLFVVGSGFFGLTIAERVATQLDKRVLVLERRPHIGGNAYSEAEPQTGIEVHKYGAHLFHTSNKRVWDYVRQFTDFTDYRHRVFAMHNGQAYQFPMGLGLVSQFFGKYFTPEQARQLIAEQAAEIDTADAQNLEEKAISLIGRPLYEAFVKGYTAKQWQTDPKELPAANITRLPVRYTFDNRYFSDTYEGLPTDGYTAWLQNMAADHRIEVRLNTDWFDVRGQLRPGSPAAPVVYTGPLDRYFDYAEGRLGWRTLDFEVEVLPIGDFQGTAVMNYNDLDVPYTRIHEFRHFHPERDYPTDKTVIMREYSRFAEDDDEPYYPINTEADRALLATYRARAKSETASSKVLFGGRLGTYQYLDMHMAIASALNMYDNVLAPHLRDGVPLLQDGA
# MazF activator: activators of E. coli MazEF toxin-antitoxin RNase; P0AE70; FAM/BHQ RNA-DNA oligo cleavage fluorescence, 5 h; activation, % at 20 µM; hit rate 0.32% among 350,000; in the data active = activation above about 50%
# Target sequence (P0AE70 whole entry, looked up): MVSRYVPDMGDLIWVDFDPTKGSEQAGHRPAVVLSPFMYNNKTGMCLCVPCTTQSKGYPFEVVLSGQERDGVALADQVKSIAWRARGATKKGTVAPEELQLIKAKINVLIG
# SSB-PriA inh: blocks PriA binding to SSB C-terminal tail | AlphaScreen SSBct-PriA binding, biotinylated peptide | AID 1272365 | hit rate 0.6% among 430,000 | inhibition, % at 33 µM; in the data active = inhibition mostly above about 37%, no sharp cut-off; inactive = mostly below about 20%;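 note: plate controls were negative control peptide for no effect and reference peptide for full effect; strong numbers were not always called active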
# Mtb BioA inh: BioA (M. tuberculosis) enzyme inhibition; purified M. tuberculosis BioA enzyme, plate reader; inhibition, % at 9.99 µM; hit rate 0.096% among 360,000; in the data active = inhibition above about 40%
# SARS 3CLpro inh: SARS-CoV 3CLpro protease inhibition. P0C6X7. recombinant SARS-CoV 3CLpro, quenched FRET peptide cleavage. inhibition, % at 6 µM. hit rate 0.14% among 290,000. AID 1706; in the data active = inhibition above about 12%
# VHR inh abs: DUSP3 (human) phosphatase inhibition; hit rate 0.52% among 290,000; inhibition, % at 13.3 µM; recombinant VHR phosphatase, pNPP absorbance; AID 1654; P51452; in the data active = inhibition above about 50%; note: some compounds called inactive have numbers as strong as hits
# Target sequence (P51452 whole entry, looked up): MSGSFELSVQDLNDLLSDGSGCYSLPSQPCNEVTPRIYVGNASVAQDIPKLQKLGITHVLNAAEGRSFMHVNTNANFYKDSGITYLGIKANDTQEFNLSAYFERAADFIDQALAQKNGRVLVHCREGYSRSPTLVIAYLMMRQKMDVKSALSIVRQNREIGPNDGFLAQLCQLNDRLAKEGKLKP
# GDH-TPI counter: GDH-TPI coupled enzyme inhibition counter-screen. GDH-TPI coupled enzyme counterscreen, NADH absorbance. inhibition, % at 4.8 µM. hit rate 1.2% among 360,000. AID 588335; in the data active = inhibition above about 30%;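 note: 0% = DMSO wells and 100% = wells lacking the enzyme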
# BH1578 lux ind: induces V. cholerae light production without autoinducers. V. cholerae BH1578 lux reporter, luminescence, 6 h. activation, % at 18.7 µM. hit rate 0.16% among 350,000. AID 588436; in the data active = activation mostly above about 9.7%, no sharp cut-off; note: not every result past the cut was called active; inactives centre near 0; reference of the scale not given here
# Rv3671c inh: Rv3671c (M. tuberculosis) protease inhibition; P9WHR9; inhibition, % at 5.96 µM; hit rate 0.048% among 320,000; in the data active = inhibition above about 38%;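 note: extracellular domain of Rv3671c used as enzyme; 0% = enzyme with DMSO and 100% = no enzyme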
# * = called active by the depositor; i = inactive; x = not tested or not shown; & = joins results of further samples. This is a subset, so the mix of outcomes need not match the whole.
SMILES,Mtb FBA inh,UGM FP inh,MazF activator,SSB-PriA inh,Mtb BioA inh,SARS 3CLpro inh,VHR inh abs,GDH-TPI counter,BH1578 lux ind,Rv3671c inh
O=C(NCC(=O)N1CCCCC1)c1ccc2ccccc2c1,6,-0.1,2,-3,0.8,0,7,17,i,4
CC(=O)c1ccc(-c2cccc3nccn23)cc1,6,x,x,x,12,x,x,24,-0.5,x
O=C(c1cccc2ccccc12)C1CCCN(C(=O)CCCn2cncn2)C1 (centres undefined),-2,1.2,-10,-2,0.8,2,38,9,-0.3,2
CCOC(=O)c1cccc(NC(=O)CSc2nnnn2C)c1,1,-0.8,-3,3,-0.8,1,31,6,0.3,-10
CCc1nc(C)ccc1OC(=O)C12CC3CC(CC(C3)C1)C2,1,-0.5,-7,-26,x,-3,28,-4,-0.3,-2
Cc1ccc(NS(=O)(=O)c2cc([N+](=O)[O-])ccc2NNC(=S)Nc2cc(C)ccc2C)c(C)c1,-2,1.4,2,34,0.7,7,5,12,i,-14
CCC(C(=O)NC(C)(C)C)N(Cc1ccccc1Cl)C(=O)c1snc(C(N)=O)c1N (centres undefined),8,-0.3,-1,-27,4.4,5,18,2,-0.3,3
CC1CC(C)CN(C(=O)CCS(=O)(=O)c2ccc3c(c2)NC(=O)CS3)C1 (centres undefined),-1,-3.0,5,5,2.6,3,-6,4,-2.6,1
CCC/C=C/c1ccc(CN2C(C)C(=O)N(Cc3cn(CC4CCCCC4)nn3)CCS2(=O)=O)cc1 (centres undefined),1,x,5,x,-1.8,x,x,1,-0.4,x
OCCN1CCN(C(=S)Nc2ccccc2)CC1,-1,-3.3,6,-7,-0.7,-4,12,-6,i,6
CS(=O)(=O)N(CC(=O)NCc1ccc2c(c1)OCO2)c1cccc(Cl)c1,-4,2.0,13,-7,-0.2,2,-1,-2,-0.2,-11
COc1ccc(OC)c(S(=O)(=O)NCc2cn3cccc(C)c3n2)c1,-1,1.0,1,-15,0.7,0,18,1,-1.5,10
CN(C)C(=O)OCc1c(-c2ccccc2)ncc2ccccc12,x,1.2,5,-25,x,x,x,x,x,2
CC(=O)Oc1ccc(C(=O)Nc2cccc(C(=O)Nc3ccccc3C(=O)O)c2)cc1,-1,2.1,4,-10,3.4,3,-22,6,-0.5,x
CCCC1CC(C)(C(=O)Cn2[nH]c(=O)ccc2=O)OC1=O (centres undefined),4,0.4,2,2,-2.7,-3,0,-3,-0.6,-8
O=S(=O)(c1ccccc1)N1N=C(c2ccc(Br)cc2)CC1c1ccco1 (centres undefined),-3,-1.1,-2,-4,-1.0,6,-8,2,-0.4,-15
O=C(Oc1cccc2c(OC(=O)N3CCCC3)cccc12)N1CCCC1,3,-0.1,-9,-3,-2.1,-4,4,-3,i,7
C=CCNC(=O)c1ccc(N(C)S(=O)(=O)c2ccc(OC)cc2)cc1,1,x,5,-2,0.3,1,-15,6,-0.8,12
CCc1nc2ccc(C(=O)NCCc3ccco3)cc2nc1CC,7,-1.6,7,2,0.1,0,7,9,-3.1,0
CC(C)c1ccc2nc3sc(C(=O)N4CCc5ccccc5C4)c(N)c3cc2c1,3,1.9,-49,0,0.3,2,-10,4,-1.7,-11
Cc1ccc(C(C(=O)NC2CCCC2)N2CCCC(C)C2)cc1 (centres undefined),4,-0.7,8,-20,2.7,-6,-2,9,-0.3,-15
COc1ccc(O)c(C(=O)c2coc(=N)c(C(=O)Nc3ccc(SC(F)F)cc3)c2)c1,-2,-1.2,-19,7,-2.6,7,29,8,i,-4
CC1CCN(CCCNC(=O)c2ccc(N3CCCC3=O)cc2)CC1,0,3.3,1,-5,-0.1,-4,36,2,i,-3
CC1(C)Cc2c(cnn2-c2ccc(F)cc2)C(NC(=O)C2CCC2)C1 (centres undefined),0,1.1,1,0,-1.5,6,2,2,i,2
Cc1ccc(CNC(=O)CN(C(=O)C2(C)CC(=O)N=C3C=CC=CN32)c2cc(C)ccc2C)cc1 (centres undefined),91*,-0.2,3,0,-0.9,-2,17,22,-0.2,-8

# (more compounds)
SMILES,Mtb FBA inh,UGM FP inh,MazF activator,SSB-PriA inh,Mtb BioA inh,SARS 3CLpro inh,VHR inh abs,GDH-TPI counter,BH1578 lux ind,Rv3671c inh
O=C(C[n+]1cccc2ccccc21)c1ccc([N+](=O)[O-])cc1,4,-0.9,13,-15,-1.0,1,-13,4,i,-1
O=C(CCNC(=O)c1ccc([N+](=O)[O-])cc1)NC1CCCc2ccccc21 (centres undefined),7,x,-6,-1,0.3,x,x,0,-0.2,x
CCCNC(=O)c1onc(CSc2nc3ccccc3[nH]2)c1C(=O)NCCC,-2,1.5,3,-11,2.7,1,6,3,0.3,9
Cc1ccc(C)c(NC(=O)CN(C)C(=O)C2CCCC2)c1,1,0.7,1,2,-7.8,x,x,5,-1.3,2
CCCc1nc2oc3cc(OC)ccc3c(=O)c2c(=O)n1CCc1ccccc1,0,2.5,4,-12,x,0,17,1,i,0
CCC(=O)Nc1c(C(=O)N2CCN(c3ccccn3)CC2)cnn1-c1ccc(Cl)cc1,6,0.5,-5,-4,x,6,-4,4,i,-12
CCCCCCCSc1nsc(N)n1,2,1.2,-6,3,3.5,-1,57*,0,0.1,-8
COc1cccc(N2CC(C(=O)NC3CCCCC3)CC2=O)c1 (centres undefined),-1,-1.4,2,-7,-0.1,-5,25,2,-3.4,9
COC(=O)c1ccccc1OS(=O)(=O)N(C)C,2,1.8,8,-6,x,1,26,10,-0.3,-4
CCC(C)n1c(=O)c2sccc2n2c(CCCC(=O)N3CCC(C(N)=O)CC3)nnc12 (centres undefined),6,-1.4,-5,43*,x,-1,-19,8,i,-5
COc1ccc(O)c(/C=N/NC(=O)CCC(=O)Nc2ccc(F)cc2)c1,9,-1.9,3,x,-1.9,6,17,5,i,6
CC(CCc1ccccc1)NC(=O)c1ccc(Br)cc1 (centres undefined),4,0.4,-3,-12,-0.2,1,9,9,-0.2,x
CCN(CC)CCCN=C1N[C@@H](c2cccc(F)c2)C(C(=O)OC)=C(C)N1Cc1ccccc1,5,0.4,16,-1,-4.3,x,x,13,-0.5,0
CC(C)CC1(C)NC(=O)N(CC(=O)NC(=O)Nc2ccc3c(c2)OCCO3)C1=O (centres undefined),-3,1.7,3,-20,-1.5,0,-16,-8,-0.7,-4
COCCNc1oc(/C=C/c2cccs2)nc1S(=O)(=O)c1ccccc1,7,x,7,x,0.1,x,x,25,-0.3,x
O=C(C1CCCCC1)N1C[C@H](n2cc(-c3ccc(F)cc3)nn2)[C@@H](O)C[C@@H]1c1ccc(Cl)cc1,-3,x,4,x,1.2,x,x,3,-0.4,x
CC(C)C1CC(CCN)(c2ccccc2)CCO1 (centres undefined),2,-1.5,1,-7,-3.2,5,-2,0,-0.3,6
Cn1cc(C(=O)OCC(=O)N2CCCCC2)c2ccccc21,-1,-3.7,4,-15,-0.1,x,x,4,-2.1,-19
COc1cc(C(=O)NCC(c2cccs2)N2CCOCC2)ccc1OCc1ccccc1 (centres undefined),7,x,2,x,-0.2,x,x,12,-1.5,x
O=C(O)C1C2C=CC(O2)C1C(=O)NCc1ccccc1Br (centres undefined),-1,-2.3,11,-17,2.2,0,16,-2,-0.4,5
COc1ccc2[nH]c(C(=O)NCCN3CCCCC3)cc2c1,x,-1.4,-7,8,x,0,10,x,x,-1
CC(=O)c1cccc(NC(=O)COC(=O)c2ccc3c(c2)OCO3)c1,6,-1.5,1,1,-0.7,x,x,7,-0.2,-16
O=C(CCN1C(=O)/C(=C\C=C\c2ccccc2)SC1=S)Nc1ccccc1C(=O)O,-2,0.8,-18,-1,3.9,6,-3,9,-0.3,-16
COc1ccc(-c2cc(C(=O)N3CCOCC3)c3ccccc3n2)cc1OC,7,0.6,3,-7,-4.0,x,x,28,-4.8,-3
O=C(NNC(=O)c1ccc(Cl)c(Cl)c1)c1ccncc1,0,0.8,-13,-11,-0.9,x,x,21,i,13

# Single entries from above:
# Mtb BioA inh, CCCCCCCSc1nsc(N)n1 stands at 3.5
# Rv3671c inh, CCC(C)n1c(=O)c2sccc2n2c(CCCC(=O)N3CCC(C(N)=O)CC3)nnc12 (centres undefined) stands at -5
# Rv3671c inh, O=C(CCN1C(=O)/C(=C\C=C\c2ccccc2)SC1=S)Nc1ccccc1C(=O)O stands at -16
# SSB-PriA inh, CC(CCc1ccccc1)NC(=O)c1ccc(Br)cc1 (centres undefined) stands at -12
# GDH-TPI counter, COCCNc1oc(/C=C/c2cccs2)nc1S(=O)(=O)c1ccccc1 stands at 25
# Mtb FBA inh, O=C(C[n+]1cccc2ccccc21)c1ccc([N+](=O)[O-])cc1 stands at 4

# Later entries.
SMILES,Mtb FBA inh,UGM FP inh,MazF activator,SSB-PriA inh,Mtb BioA inh,SARS 3CLpro inh,VHR inh abs,GDH-TPI counter,BH1578 lux ind,Rv3671c inh
CC1(C)Cc2cccc(OCC(=O)NCCc3ccccc3)c2O1,7,-1.1,4,-8,0.5,x,x,5,i,0
Cn1c(=O)cc(OCCCC(=O)N2CCN(c3ccccc3)CC2)c2ccccc21,-2,-1.5,2,0,-1.1,3,11,13,3.1,3
CCn1ccnc1CN(C)Cc1cn(-c2ccc(C)cc2)nc1-c1ccc(F)cc1,4,0.5,-6,18,-0.8,-2,25,0,-0.2,4
O=C(c1cccc(C(F)(F)F)c1)C1CCCN(Cc2ccccc2O)C1 (centres undefined),-2,3.0,-1,-15,1.3,0,25,1,-0.5,-3
CC(=O)Nc1ccc2nc(NC(=O)COc3ccc([N+](=O)[O-])cc3)sc2c1,2,0.4,-25,-1,x,4,0,7,-0.3,0
O=[N+]([O-])c1cc(-c2n(-c3ccccn3)c3ccccc3[n+]2-c2ccccn2)ccc1Cl,-3,-0.3,9,-4,-0.1,-1,22,0,-0.5,3
Cc1cc2c(c(=O)n1Cc1cccnc1)C(Cc1ccccc1)C(C#N)=C(N)O2 (centres undefined),8,1.1,-3,-4,x,-1,12,-4,-0.2,-8
CC1(C)C[C@H]2C3=CCC4[C@@]5(C)CC[C@H](O)[C@](C)(CO)C5CC[C@@]4(C)[C@]3(C)C[C@@H](O)[C@@]2(CO)[C@@H](O)[C@@H]1O (some centres undefined),2,x,2,-21,1.1,x,x,9,-0.4,5
O=C(O)C1CCCN1c1ncnc2c1oc1ccccc12 (centres undefined),7,-0.6,-3,-1&-4,-0.7,3,-18,-4,-0.1,4
O=C(CN1CCC(c2nc3ccccc3s2)CC1)N1CCCCC1,-1,0.8,-7,0,-0.4,2,5,3,-0.3,-4
COc1ccc(-c2csc(Nc3cc(C)ccn3)n2)cc1OC,-1,3.5,4,5,-1.0,-7,-40,7,-0.7,5
COc1cc(S(=O)(=O)N2CCOCC2)ccc1NC(=O)COC(=O)/C=C/c1cc(OC)c(OC)c(OC)c1,5,7.2,3,-2,x,x,x,16,x,-7
Cn1c(=O)c2c(ncn2CC(O)CNc2cccc(Cl)c2)n(C)c1=O (centres undefined),1,3.0,2,-3,x,3,8,12,-0.1,5
COC(=O)c1c(-n2c(C)cc(C=O)c2C)sc2c1CCCC2,-4,-1.8,1,27,9.0,-6,8,0,i,-6
Cc1cccc(NC2(C(F)(F)F)N=C(c3ccccc3)NC2=O)n1 (centres undefined),0,-0.1,6,-13,-0.4,0,16,-1,-0.1,7
CC(NC(=O)CCNC(=O)c1ccc(Br)cc1)c1ccc(S(N)(=O)=O)cc1 (centres undefined),4,-1.3,-1,-7,0.6,x,x,12,-0.4,3
COc1ccc(CCN2CC(C(=O)NCc3cnn(C(C)C)c3)CCC2=O)cc1 (centres undefined),-3,-1.1,3,-8,-1.9,4,36,5,i,-5
COC(=O)c1ccccc1S(=O)(=O)N1CCC(C(=O)OCC(=O)c2ccccc2OC)CC1,1,0.3,1,-8,-0.8,x,x,6,i,-6
Nc1nc2sc3c(c2cc1C(=O)N1CCOCC1)CCCC3,32*,2.1,6,-5,3.3,0,42,1,-0.8,0

# An excerpt from above, limited to BH1578 lux ind and VHR inh abs:
canonical_smiles,BH1578 lux ind,VHR inh abs
CC1(C)Cc2cccc(OCC(=O)NCCc3ccccc3)c2O1,i,x
CCn1ccnc1CN(C)Cc1cn(-c2ccc(C)cc2)nc1-c1ccc(F)cc1,-0.2,25

# Screening results: PubChem BioAssay, several laboratories
